Shiga inhibitor: Shiga toxin inhibition. Vero cells, Shiga toxin protein synthesis inhibition reporter. inhibition, % at 38.7 µM. 290,000 tested, 9.2% active; in the data active = inhibition mostly above about 28%, no sharp cut-off; inactive = mostly below about 43%; also: 0% is about no effect
HCMV inh: inhibitors of human cytomegalovirus; activity change, negative = inhibition, % at 57.5 µM; 410,000 tested, 4.5% active; AID 1259415; HFF cells, HCMV-luciferase reporter, 72 h; hits give low values; in the data active = activity change below about -60%; inconclusive = no clear call, values can overlap the other calls; inactive = above about -39%; also: % is scaled to controls: 0 for no effect and ±100 for the full control effect
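Inhibition of viral replication was scored as loss of reporter luminescence in HFFs infected with HCMV-luciferase (MOI 1 PFU/cell) for 72 h; compounds tested at 2 doses, normalized to buffer and Salinomycin controls.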
Cycloheximide cs: counter-screen hit for Shiga toxin inhibitors, cycloheximide; cell reporter, cycloheximide protein synthesis inhibition counterscreen; max response, %; 300,000 tested, 12% active; in the data active = max response mostly above about 13%, no sharp cut-off; inactive = mostly below about 14%; also: read at 38.3 µM for the half of the compounds with a filed dose; 0% is about no effect
AmpC inh detg: blocks E. coli AmpC beta-lactamase in detergent assay; AmpC hydrolysis of nitrocefin, absorbance 480 nm, 0.01% Triton; Potency, µM (series often up to 114 µM), for the others: top-dose activity change, negative = inhibition, usual class: inhibitors; 370,000 tested, 0.041% active;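 also: potency is read from the fitted curve at half-maximal effect; 0% = no-compound wells and -100% = no-enzyme wells; nearly all actives have a fitted effect of over 25% in size; some results filed as inactive show a strong effect at the top dose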
Target sequence (P00811 whole entry, looked up): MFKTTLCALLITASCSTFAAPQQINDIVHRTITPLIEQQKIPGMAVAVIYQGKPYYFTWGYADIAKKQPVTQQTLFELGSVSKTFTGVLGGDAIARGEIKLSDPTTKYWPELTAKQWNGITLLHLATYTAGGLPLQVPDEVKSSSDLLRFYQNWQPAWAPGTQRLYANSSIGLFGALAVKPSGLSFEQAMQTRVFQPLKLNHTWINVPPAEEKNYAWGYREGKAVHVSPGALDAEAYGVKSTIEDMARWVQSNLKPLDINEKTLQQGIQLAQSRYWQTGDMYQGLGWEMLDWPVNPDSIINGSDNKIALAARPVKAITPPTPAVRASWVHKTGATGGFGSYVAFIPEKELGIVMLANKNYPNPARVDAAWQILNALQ
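AmpC (5.3 nM in the dispensed reagent) in 20 mM phosphate pH 7.0 with 0.01% (detergent screen) or 0.0001% Triton X-100 was preincubated with compounds for 15 min at room temperature. Nitrocefin was then added from an 800 uM solution, and hydrolysis was followed at 480 nm.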
Giardia FBPA inh: Giardia lamblia aldolase inhibition; Potency, µM (highest dose often 59.6 µM), inactives show at the highest dose activity, negative = inhibition, usual class: inhibitors; A8B2U2; purified Giardia FBPA; 290,000 tested, 0.71% active; also: potency is read from the fitted curve at half-maximal effect; % is scaled to controls: 0 for no effect and ±100 for the full control effect; nearly all actives have a fitted effect of over 55% in size
Target sequence (A8B2U2 whole entry, looked up): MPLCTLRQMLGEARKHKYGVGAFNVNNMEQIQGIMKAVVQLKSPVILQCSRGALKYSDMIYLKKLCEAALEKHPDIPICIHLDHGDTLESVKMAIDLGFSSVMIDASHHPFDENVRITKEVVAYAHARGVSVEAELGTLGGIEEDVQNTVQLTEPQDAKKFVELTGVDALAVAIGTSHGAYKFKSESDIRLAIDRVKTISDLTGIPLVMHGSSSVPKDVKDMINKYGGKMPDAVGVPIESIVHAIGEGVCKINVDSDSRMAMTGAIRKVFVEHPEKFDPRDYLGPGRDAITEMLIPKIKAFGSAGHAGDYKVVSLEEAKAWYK
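40 nM FBPA preincubated 10 min at RT with compound (up to 57.5 uM final), then substrate plus GAPDH/TPI/NAD/arsenate coupling and diaphorase/resazurin added. Fluorescence read after 20 min at RT, 525/598 nm.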
AmpC inh no detg: AmpC beta-lactamase inhibition without detergent; P00811; AmpC nitrocefin hydrolysis, absorbance 480 nm, 0.0001% Triton; Potency, µM (highest dose often 57.1 µM), for the others: at the top dose activity change, negative = inhibition, most hits filed as inhibitors; 330,000 tested, 0.52% active;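 also: potency is read from the fitted curve at half-maximal effect; plate controls were no compound for no effect and no enzyme for full effect; nearly all actives have a fitted effect of over 20% in size; some results filed as inactive show a strong effect at the top dose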
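AmpC (5.3 nM in the dispensed reagent) in 20 mM phosphate pH 7.0 with 0.01% (detergent screen) or 0.0001% Triton X-100 was preincubated with compounds for 15 min at room temperature. Nitrocefin was then added from an 800 uM solution, and hydrolysis was followed at 480 nm.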
AMA1-RON2 inh: inhibitors of Plasmodium falciparum AMA1-RON2 interaction | AlphaScreen AMA1-biotinylated RON2 peptide binding | Potency, µM (titrated, usually from 58.2 µM), without a hit: at the highest dose activity change, negative = inhibition, most hits filed as inhibitors | 360,000 tested, 0.2% active | AID 720542;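 also: potency is read from the fitted curve at half-maximal effect; 0% = vehicle wells and -100% = peptide control; nearly all actives have a fitted effect of over 45% in size; some results filed as inactive show a strong effect at the top dose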
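AMA1 (3D7) with his tag at 25 nM final met compounds first, then biotinylated RON2 peptide at 25 nM; detection used donor plus acceptor beads, 10 µg/mL apiece, read by AlphaScreen after 30 min at room temperature.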
Starred values were filed as active, the others as inactive; ? = inconclusive; . = no result given; & = joins results of further samples; [ ] = dose if it differs, or a comment. Unless noted, calls follow the shape of the dose curve; as a rule, active = well fitted curve in the direction sought with a large enough effect; inconclusive = small, poorly fitted or top-dose-only effect, or another doubt; inactive = no such curve, though single readings can be large; an effect the other way counts as inactive or inconclusive.

Sample of the layout, two compounds:
item	mol	Shiga inhibitor	HCMV inh	Cycloheximide cs	AmpC inh detg	Giardia FBPA inh	AmpC inh no detg	AMA1-RON2 inh
1	CN(C)c1ccc(-c2n(C)c3ccccc3[n+]2C)cc1	52.2*	-97.1*	26.5*	-0.6%	?	-11.3%	6.6%
2	COc1cc(=O)[nH]c(SC(C)C(=O)Nc2cc(C)on2)n1 (stereo not given)	-18.9	-17.2	-3.6	-14.0%	?	-11.4%	-1.3%

The listing, repeating the preview:
item	mol	Shiga inhibitor	HCMV inh	Cycloheximide cs	AmpC inh detg	Giardia FBPA inh	AmpC inh no detg	AMA1-RON2 inh
1	CN(C)c1ccc(-c2n(C)c3ccccc3[n+]2C)cc1	52.2*	-97.1*	26.5*	-0.6%	?	-11.3%	6.6%
2	COc1cc(=O)[nH]c(SC(C)C(=O)Nc2cc(C)on2)n1 (stereo not given)	-18.9	-17.2	-3.6	-14.0%	?	-11.4%	-1.3%
3	O=[N+]([O-])c1cccc(S(=O)(=O)Nc2ccc(-c3ccc(N4CCCC4)nn3)cc2)c1	.	?	.	-14.9%	.	-17.7%	12.7%
4	COc1ccccc1NC(=S)N(Cc1ccco1)Cc1cc2cc(C)c(C)cc2[nH]c1=O	-10.1	-61.9*	-0.8	?	-2.4%	-45.2%	-11.7%
5	CCCCC(C(=O)NC1CCCC1)N(C(=O)c1snc(C(N)=O)c1N)c1ccc(OCC)cc1 (stereo not given)	33.5	?	-4.6	-7.6%	6.7%	-25.0%	-17.5%
6	c1ccc(-c2nccc(-c3ccc(-n4cnc5ccccc54)cc3)n2)nc1	-13.3	?	-1.8	-7.9%	-0.1%	48.8%	?
7	CC1CC(C)CN(C(=O)c2cc3ccccc3o2)C1 (stereo not given)	.	-16.1	.	-2.8%	.	?	-2.2%
8	COc1ccc(NC(=O)CC2(CC(=O)O)CCCC2)cn1	-7.2	-26.5	-0.9	-11.6%	-0.7%	-14.8%	-5.6%
9	COc1cc(/C=N/NC(=O)C(C)Nc2n[nH]c(=O)[nH]c2=O)cc(OC)c1O (stereo not given)	-2.5	-29.5	-0.9	-1.9%	-6.8%	-15.8%	6.4%
10	O=c1nc(N2CCOCC2)ccn1Cc1ccc(Br)cc1	-11.7	14.3	7.4	2.2%	-0.2%	-19.4%	1.3%
11	CC(Sc1n[nH]c(N)n1)C(=O)Nc1cccc(S(=O)(=O)N2CCOCC2)c1 (stereo not given)	-0.9	0.8	14.8	-0.4%	0.9%	-18.9%	?
12	C=CCOc1ccc(C2/C(=C(/O)c3ccc(OC)cc3)C(=O)C(=O)N2CCN2CCNCC2)cc1 (stereo not given)	2.7	-26.1	1.6	-9.8%	-1.6%	3.2%	6.1%
13	Oc1ccc(C(=S)N2CCCC2)cc1	0.7	0.1	-4.3	-0.4%	-15.3%	-9.6%	-3.8%
14	COc1ccc(NC(=O)C2CCCN(S(=O)(=O)c3cccc4nonc34)C2)cc1 (stereo not given)	-8.0	-11.4	6.0	0.9%	4.7%	-20.1%	0.5%
15	CCCCN1C(=O)/C(=C/C=C2/C=Cc3ccccc3N2CC)SC1=S	27.0	20.3	6.2	-2.4%	3.0%	1.8%	-3.5%
16	COc1ccc(N2CCN(C(=O)Cn3c(=O)[nH]c4ccsc4c3=O)CC2)cc1	13.6	56.1	-0.3	2.7%	16.9%	3.7%	1.6%
17	CCOC(=O)COn1c(=O)c(C)[n+]([O-])c2ccccc21	-6.0	63.2	-2.9	3.2%	-9.1%	-16.0%	8.1%
18	COC(=O)c1ccc(COC(=O)CCc2nc(-c3ccccc3)c(-c3ccccc3)o2)cc1	-7.7	40.6	-3.3	?	-3.7%	1.6%	5.2%
19	COC(=O)[C@@H]1C[C@H]1[C@@H](NS(=O)(=O)c1ccccc1)c1ccccc1	-5.7	?	-3.1	?	1.4%&-10.7%	0.7%	20.1%
20	COc1ccc(/C(C#N)=C/c2ccccn2)cc1	110.2*	22.7	59.6*	-4.5%	0.0%	-7.2%	10.4%
21	c1cncc(C2Nc3ccccc3-c3nc4ccccc4n32)c1 (stereo not given)	29.2*	25.4	30.5*	?	-6.8%	-46.6%	11.9%
22	CCn1c(=O)c(=O)[nH]c2cc(C(=O)Nc3ccc(S(=O)(=O)N4CCCC4)cc3)ccc21	-5.4	-4.8	-2.9	?	-2.5%	-16.1%	3.5%
23	CCCC(=O)Nc1nc2c(ncn2[C@@H]2O[C@H]3COP(=O)(O)O[C@@H]3[C@@H]2OC(=O)CCC)c(=O)[nH]1	-5.8	.	-11.2	.	0.2%	.	.
24	CCOC(=O)c1cc(-c2ccc(C)cc2)n(CC(=O)NCc2ccco2)c1C	-13.2	12.1	-2.3	-15.6%	-4.1%	-20.7%	4.8%
25	O=C(Nc1nnc(SCc2ccc(F)cc2)s1)C1=COCCO1	.	0.6	.	?	.	0.8%	-2.1%
26	COc1ccccc1OCCNC(=O)c1c(-c2ccccc2Cl)noc1C	-30.2	-16.2	2.2	-1.1%	.	45.2%	13.2%
27	Cc1cn(C2CC3OCC(NC(=O)C(Cc4ccccc4)NC(=O)OC(C)(C)C)C3O2)c(=O)[nH]c1=O (stereo not given)	4.5	.	11.2	.	0.6%	.	.
28	COc1cccc(-c2cc(C(=O)N3CCN(S(=O)(=O)c4ccccc4)CC3)[nH]n2)c1	-4.6	?	-3.4	-14.3%	-10.5%	-24.1%	10.2%
29	COc1c(-c2ccc(O)cc2)oc2cc(O)cc(O)c2c1=O	10.8	-5.2	6.7	1.7%	4.1%	-31.7%	-27.1%
30	Cc1noc(C)c1COc1ccc(C(=O)O)cc1	3.9	-20.9	-2.8	-0.7%	-1.2%	-6.6%	-3.5%
31	CC(C)C1NC(=S)N(Cc2ccccc2)C1=O (stereo not given)	-8.8	30.8	2.2	0.9%	.	-12.1%	-1.1%
32	COc1cccc(-c2cc(C(=O)Nc3c(C)nn(Cc4ccccc4)c3C)no2)c1	8.6	?	7.1	-7.4%	-4.3%	121.9%[activator]	-4.4%
33	CN(C)C(=O)OCc1n(C)cc[n+]1C	18.7	-13.8	-1.2	-4.5%	0.6%	-1.1%	5.8%
34	O=C(Nc1nnc(SCc2ccc(F)cc2)s1)C1Cc2ccccc2CN1C(=O)c1ccco1 (stereo not given)	3.6	15.1	9.5	-0.1%	-0.6%	-35.8%	58.4%[activator]
35	CCN(CC)S(=O)(=O)c1ccc2oc(C(=O)N3CCc4ccccc4C3)c(C)c2c1	4.2	.	-4.6	-16.6%	-4.3%	7.1%	1.0%
36	O=[N+]([O-])c1cc(-c2nnc(N3CCOCC3)c3ccccc23)ccc1N1CCOCC1	-7.6	-36.0	5.8	-11.9%	-0.8%	133.3%[activator]	-16.0%
37	O=C(CN(C(=O)c1ccccc1Cl)C1CCCCC1)Nc1ccc(Cl)c([N+](=O)[O-])c1	-3.6	-11.0	-3.1	-7.9%	-11.2%	-19.3%	-16.9%
38	O=C(CSc1nc(Nc2ccccc2)nc(N2CCOCC2)n1)Nc1cccc([N+](=O)[O-])c1	-10.6	.	11.8	6.5%	.	-31.6%	-11.6%
39	CC(C)(C)c1ccc2c(c1)N(CC(=O)N1CCOCC1)C(=O)CO2	-13.8	-9.3	-4.8	6.1%	.	3.4%	4.2%
40	Cc1c(C(=O)N(C)C(C)c2ccncn2)oc2c(F)cccc12 (stereo not given)	28.9	12.9	22.5	-2.1%	.	3.8%	0.0%
41	COc1cc(C)c(Br)cc1S(=O)(=O)NCc1ccccc1	27.2	-21.4	-4.5	-5.9%	.	14.4%	2.0%
42	CCCCCn1c(SCCOCC)nc2c1c(=O)[nH]c(=O)n2C	-16.7	35.5	-4.0	?	-0.9%	-10.4%	-5.6%
43	Cc1nc(NC(=O)c2ccco2)sc1C(=O)O	13.2	10.2	-6.6	1.2%	-5.7%	0.4%	-4.4%
44	CS(=O)(=O)N1CC2CCCN2c2cc(C(F)(F)F)ccc21 (stereo not given)	25.4	?	-4.4	7.8%	-0.1%	21.1%	2.5%
45	CCC(=O)N=c1sc2ccccc2n1-c1ccccc1	29.5	-32.8	-2.4	-3.5%	-1.0%	-2.0%	-12.2%
46	Cc1cccc(C)c1OCC(O)CN1CCCCC1 (stereo not given)	2.5	4.3	-1.3	7.0%	2.9%	-7.9%	0.0%
47	O=C1/C(=C/c2ccsc2)N2CCC1CC2	-6.2	22.7	4.0	6.7%	2.6%	-1.6%	10.3%
48	Cc1cccc(-c2oc3ccc(-c4ccc5c(c4)OCO5)cc3c2C#Cc2cncn2C)c1	.	48.2	.	2.7%	.	-19.9%	9.0%
49	O=C(CCC1CC(=O)Nc2ccccc21)NCc1ccc(F)cc1 (stereo not given)	-12.5	26.0	1.3	?	-1.2%	1.1%	1.7%
50	O=C(NCc1ccco1)C12CC3CC(C1)CC(C(=O)NCc1ccco1)(C3)C2	-12.2	-4.5	-3.8	-8.1%	1.5%	-16.2%	0.0%

(more compounds)
item	mol	Shiga inhibitor	HCMV inh	Cycloheximide cs	AmpC inh detg	Giardia FBPA inh	AmpC inh no detg	AMA1-RON2 inh
51	CCOC(=O)CNC(=O)CN1CCCN(S(=O)(=O)c2ccc(Br)s2)CC1	-5.6	43.3	-1.0	-0.9%	-4.7%	83.0%[activator]	7.3%
52	O=C(NCc1ccccn1)c1cc(-c2ccccc2Cl)on1	162.0*	22.6	38.8*	-0.2%	.	-14.4%	-2.9%
53	Cc1nnc(SCc2nnc(-c3cccs3)o2)n1C1CCCCC1	9.5	-11.4	4.0	-1.7%	3.7%	-5.8%[11.4 µM]	-4.0%
54	CCC(C)(C)n1nnnc1C(c1cc2cc3c(cc2[nH]c1=O)OCO3)N1CCN(C)CC1 (stereo not given)	6.9	7.5	-4.3	-8.1%	-2.9%	-0.8%	4.9%
55	Cc1sc2nc(CSC(C)C(=O)Nc3ccccn3)[nH]c(=O)c2c1C (stereo not given)	.	70.0	.	-13.7%	.	-9.4%	20.1%
56	O=C(/C=C/c1cccc2ccccc12)N1CCOCC1	85.6*	73.1	32.3*	7.0%	0.9%	-1.1%	9.2%
57	O=c1ncccn1[C@@H]1O[C@H](CO)C(O)[C@@H]1O (stereo not given in full)	-3.6	.	-1.2	.	1.8%	.	.
58	CC(C)(CC(=O)O)CC(=O)N1CCN(c2nc3cc(Cl)ccc3s2)CC1	-4.6	.	-1.8	-2.4%	2.9%	-10.8%	0.6%
59	CCCCNC(=O)Cc1c(OC)ccc2cc(Br)ccc12	4.1	-27.8	-0.6	-13.3%	3.5%	-22.9%	2.6%
60	O=C(Cn1ncc2c3ccccc3n(Cc3cccc(Cl)c3)c2c1=O)N1CCC2(CC1)OCCO2	-27.9	-25.4	-5.1	-12.2%	4.3%	164.6%[activator]	-15.1%

Results in AmpC inh no detg, for 2 of the compounds above:
# | canonical_smiles | AmpC inh no detg
53 | Cc1nnc(SCc2nnc(-c3cccs3)o2)n1C1CCCCC1 | -5.8%[11.4 µM]
54 | CCC(C)(C)n1nnnc1C(c1cc2cc3c(cc2[nH]c1=O)OCO3)N1CCN(C)CC1 (stereo not given) | -0.8%

The order is random. Share with any hit: about 16%.
